Screening results: PubChem BioAssay, several laboratories
TNAP inh no acc = human TNAP enzyme inhibitors, primary screen, biochemical, luminescent, no phosphate acceptor, uHTS | purified TNAP, CDP-star luminescence, 30 min | inhibition, % at 20 µM | 200,000 tested, 0.26% active;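 active = tissue-nonspecific alkaline phosphatase inhibition above about 50% at 20 µM in the single-dose screen, limit read from the data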;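 note: 0% = DMSO negative control and 100% = EDTA positive control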
Target sequence (P05186 whole entry, looked up): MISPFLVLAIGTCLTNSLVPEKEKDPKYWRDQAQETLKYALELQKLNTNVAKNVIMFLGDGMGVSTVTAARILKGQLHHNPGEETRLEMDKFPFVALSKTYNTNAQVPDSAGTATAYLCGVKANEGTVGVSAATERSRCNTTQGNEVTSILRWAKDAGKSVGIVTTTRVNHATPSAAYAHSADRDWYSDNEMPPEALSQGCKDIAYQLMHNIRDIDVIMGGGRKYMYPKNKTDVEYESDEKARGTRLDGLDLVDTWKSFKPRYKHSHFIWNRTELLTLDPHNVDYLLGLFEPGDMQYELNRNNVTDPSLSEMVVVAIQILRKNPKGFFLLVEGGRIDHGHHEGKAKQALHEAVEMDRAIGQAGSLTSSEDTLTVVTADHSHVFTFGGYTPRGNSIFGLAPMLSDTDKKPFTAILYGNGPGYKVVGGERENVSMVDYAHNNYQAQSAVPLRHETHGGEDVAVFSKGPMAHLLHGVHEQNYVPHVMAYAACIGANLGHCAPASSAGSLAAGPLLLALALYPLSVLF
PMI act satM6P = human PMI activators, high substrate, primary screen, biochemical, fluorescence intensity, near-saturating mannose 6-phosphate. AID 1216, 2008. coupled PMI enzyme assay, resazurin fluorescence, 20 min; hits give high values; 1 = untreated enzyme, 0 = substrate-free blank. activation factor at 20 µM. 190,000 tested, 0.34% active. Mannose-6-phosphate isomerase (Homo sapiens), P34949;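 active = activation factor of 2 or more at 20 µM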
Target sequence (P34949 whole entry, looked up): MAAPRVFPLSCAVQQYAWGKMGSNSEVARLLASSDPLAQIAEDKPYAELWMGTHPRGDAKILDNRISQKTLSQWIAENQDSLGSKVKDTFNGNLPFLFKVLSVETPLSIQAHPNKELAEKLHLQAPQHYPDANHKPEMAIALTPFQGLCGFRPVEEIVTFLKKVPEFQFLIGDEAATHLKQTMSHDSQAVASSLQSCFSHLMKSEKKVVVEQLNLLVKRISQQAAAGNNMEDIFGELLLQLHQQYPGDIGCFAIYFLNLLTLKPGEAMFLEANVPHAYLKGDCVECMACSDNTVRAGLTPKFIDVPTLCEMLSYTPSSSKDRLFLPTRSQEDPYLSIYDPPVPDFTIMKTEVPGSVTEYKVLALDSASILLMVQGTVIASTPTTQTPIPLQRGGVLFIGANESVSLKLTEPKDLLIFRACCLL
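Material: human phosphomannose isomerase with PGI, G6PDH, diaphorase coupling enzymes; amount: PMI at 15 ng/mL final; also added: Mannose-6-phosphate 1.0 mM (near-saturating) plus 0.22 mM NADP+; incubation: enzyme reaction with compound 20 min at room temperature; signal: resorufin fluorescence (Ex 544/Em 590 nm) from resazurin via diaphorase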
bIAP inhibitor = bovine intestinal alkaline phosphatase inhibitors, primary screen, selectivity assay for TNAP inhibitor project, biochemical, bovine IAP, CDP-star luminescence; alkaline phosphatase, intestinal [Bos taurus]; purified bovine IAP, 30 min; inhibition, % at 20 µM; AID 1019, 2008; 190,000 tested, under 10 active;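 active = over 50% inhibition of intestinal alkaline phosphatase at 20 µM in the single-dose screen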
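Assay system – bovine IAP enzyme · Quantity – bovine IAP at 1/65,000,000 final dilution · Detection – CDP-star luminescence signal · Times – 30 min reaction at room temperature · Also added – CDP-star substrate at 30 µM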
TNAP act hi DEA = TNAP activators at high phosphate acceptor level, primary screen, biochemical, luminescence, uHTS; purified TNAP, CDP-star luminescence, 1 M DEA, 30 min; hits give high values; 0 = EDTA background, 1 = DMSO-only activity; 200,000 tested, under 10 active; activation factor at 20 µM; Alkaline phosphatase, tissue-nonspecific isozyme (Homo sapiens), P05186;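 active = activation factor at least 2 at 20 µM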
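Assay system: human TNAP; Input: enzyme diluted 1/800 final; Reagent: CDP-star luminogenic substrate at 100 µM final; Timing: 30 min, room temperature; Signal: luminescence; Evaluation: TNAP activation factor scaled between EDTA and DMSO control wells.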
Diaph act CS = compounds boosting diaphorase resazurin reduction – biochemical, uHTS, resorufin fluorescence, counter-screen for diaphorase-coupled primary assays, primary screen. 190,000 tested, 0.005% active. AID 1229, 2008. Diaphorase/resazurin coupled assay, 16 min; hits give high values; 1 = vehicle wells, 0 = NADH-free wells. activation factor at 20 µM;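 active = diaphorase activity raised at least twofold by the compound at 20 µM; inactive = activation factor below 2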
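Test system: Clostridium kluyveri diaphorase, purified enzyme. Buffer or medium: 50 mM HEPES pH 7.4 buffer plus MgCl2 and Tween 20. Also added: 0.114 mM NADH and 0.1 mM resazurin, final amounts. Dosing: compound 20 µM once, DMSO 1%. Schedule: 16 min enzyme reaction, ambient temperature. Detection: fluorescence of resorufin, 544 nm excitation, 590 nm emission.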
L major viab = Leishmania major promastigote growth inhibition, primary screen | inhibition, % at 10 µM | Leishmania major promastigotes, resazurin fluorescence viability | 200,000 tested, 9% active; in the data active = inhibition above about 50%;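 note: promastigotes grown with compound for 44 hours at 28 °C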
Diaph inh CS = diaphorase inhibitors and chemical oxidizers, primary screen, counter-screen for diaphorase-coupled primary assays, biochemical, uHTS, resorufin fluorescence | diaphorase resazurin-to-resorufin fluorescence, NADH, 16 min; bacterial (C. kluyveri) enzyme, not human | inhibition, % at 20 µM | 190,000 tested, 0.69% active | AID 1217, 2008;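 active = primary screen inhibition at 20 µM above a set limit, cut at about 50% in these data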;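 note: plate controls were DMSO with full reaction for no effect and wells lacking NADH for full effect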
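Assay system: diaphorase enzyme from Clostridium kluyveri; Input: enzyme working solution with 0.14 U/mL diaphorase; Timing: 16 min at room temperature; Technique: resorufin fluorescence, excitation 544 nm, emission 590 nm; Benchmarks: positive control minus NADH, DMSO neutral control.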
PMI activator = activators of human PMI, primary screen, biochemical, fluorescence intensity, near-Km mannose 6-phosphate. 190,000 tested, 0.005% active. activation factor at 20 µM. AID 1214, 2008. purified human PMI, coupled resazurin fluorescence, 20 min; hits give high values; 1 = vehicle control, 0 substrate-free wells;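 active = activation factor of 2 or more at 20 µM, relative to plate controls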
TNAP inh hiacc = human TNAP enzyme inhibitors, primary screen, biochemical, luminescent, high phosphate acceptor level, uHTS; Alkaline phosphatase, tissue-nonspecific isozyme (Homo sapiens), P05186; purified TNAP, CDP-star luminescence, 1 M DEA; inhibition, % at 20 µM; 200,000 tested, 0.03% active;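 active = over 50% inhibition of tissue-nonspecific alkaline phosphatase at 20 µM in the single-dose screen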;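 note: plate controls were DMSO wells for no effect and EDTA-quenched wells as full inhibition for full effect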
bIAP act = bovine intestinal alkaline phosphatase activators, primary screen, biochemical, bovine IAP, CDP-star luminescence | purified bovine IAP, 30 min; hits give high values; fold of DMSO-control signal, blank-subtracted | activation factor at 20 µM | alkaline phosphatase, intestinal [Bos taurus] | AID 1016, 2008 | 200,000 tested, 0.17% active;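 active = activation factor of 2 or more at 20 µM, a signal rise over negative controls twice the positive control's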
* = called active by the depositor.

SMILES | TNAP inh no acc | PMI act satM6P | bIAP inhibitor | TNAP act hi DEA | Diaph act CS | L major viab | Diaph inh CS | PMI activator | TNAP inh hiacc | bIAP act
CCCCCOC(=O)NCCOC(=O)Nc1ccc(C(=O)OCC)cc1 | -4 | 1 | 4 | 1 | 1 | 59* | 1 | 0.9 | 0 | 1
Cn1c(=O)c2c(nc(CN3CCN(Cc4ccccc4)CC3)n2Cc2cccc(Cl)c2)n(C)c1=O | -3 | 0.8 | -14 | 1 | 0.8 | 20 | 16 | 0.7 | -2 | 1.1
Cc1cccc(NC(=O)CSc2nnc(NC(=O)CN3CCOCC3)s2)c1 | -10 | 1.1 | 3 | 1 | 0.9 | -1 | 9 | 1.1 | -3 | 1
CC1(C)OCC(COC(=O)Nc2cccnc2)([N+](=O)[O-])CO1 | -11 | 1 | -4 | 1 | 0.9 | -6 | 8 | 1.1 | -4 | 1
O=C(OCC(=O)N1CCc2ccccc21)c1cccnc1 | -5 | 1 | -6 | 1 | 1 | -3 | -2 | 1 | 2 | 1.1
CC(=O)N1CC(=O)N=C1SCC(=O)Nc1nc(-c2ccccc2)c(-c2ccccc2)s1 | -19 | 0.9 | -2 | 1 | 0.8 | -13 | 20 | 0.7 | -2 | 1
Cc1ccc(NC(=O)C2CCCNC2=O)nc1 (centres undefined) | -16 | 1 | 1 | 1.1 | 0.9 | -9 | 8 | 1 | -8 | 1
O=C(CSc1nnc(C2CCCCC2)n1Cc1ccccc1)NCc1ccco1 | -6 | 1 | -7 | 1.1 | 1 | 0 | 0 | 1.1 | -8 | 1.1
CCSc1nc(=S)n(Cc2ccccc2)c(C)c1C(C)=O | -6 | 1 | 6 | 1.1 | 0.9 | -5 | 14 | 1.1 | -8 | 0.9
CCNC(=O)N1C(=O)C2(OCCO2)c2ccccc21 | -9 | 1 | 4 | 1 | 0.8 | -7 | 18 | 1 | -3 | 1
CCn1c(=O)cc(SCC(=O)Nc2ccc3c(c2)OCO3)c2ccccc21 | -11 | 0.9 | 19 | 1 | 0.8 | -2 | 20 | 0.9 | -3 | 0.8
O=C(CSc1nc2ccccc2c(=O)[nH]1)N1CCCCC1 | -5 | 0.9 | 5 | 1 | 0.8 | -5 | 19 | 0.9 | -4 | 0.9
CN(C)c1ccc(NC(=O)c2ccc([N+](=O)[O-])cc2Cl)cc1 | 1 | 0.8 | 13 | 1 | 0.9 | -4 | 8 | 0.9 | 3 | 0.9
CC1=CC(=O)C(C(C)C)=C/C1=N\OC(=O)c1cccc2nc(C)oc12 | 5 | 0.9 | 7 | 1 | 0.8 | 96* | 17 | 1 | 4 | 0.9
CCO[C@H]1OC(C(=O)N2CCOCC2)=C[C@@H](C2CC2)[C@@H]1CCCO | -7 | 1 | 6 | 1.1 | 0.9 | -7 | 9 | 1 | -7 | 0.9
Cc1ccc(SCC(=O)N2CCc3ccccc32)cc1 | -2 | 0.9 | 9 | 1 | 0.9 | 4 | 11 | 0.9 | 3 | 0.9
CC(=O)N(C)c1ccc(OCC(O)CN(Cc2ccco2)S(=O)(=O)c2ccc(C)cc2)cc1 (centres undefined) | -9 | 1.1 | -26 | 1 | 1 | -6 | -1 | 1 | -5 | 1.3
CC(C)(C)C1CCC(=NNC(=S)Nc2cccnc2)CC1 (centres undefined) | -39 | 1.6 | 6 | 1.1 | 0.9 | 2 | 10 | 1.6 | -6 | 0.9
COc1ccnc(Oc2ccccc2)c1C(N)=O | -7 | 0.9 | -33 | 1.1 | 0.8 | -3 | 24 | 0.8 | -8 | 1.3
C=C1CC2C3CC[C@@]4(OCOC45COCO5)[C@@]3(C)C(O)CC2[C@@]2(C)CCC(=O)C=C12 (some centres undefined) | -7 | 0.9 | 14 | 1 | 0.8 | 35 | 20 | 1 | -4 | 0.9
O=C(Nc1ccc2oc(-c3ccncc3)nc2c1)c1ccc(F)cc1 | -11 | 1.1 | -9 | 1 | 1.2 | -2 | -24 | 1.2 | -4 | 1.1
CCOCCCNC(=O)Cc1ccc(Br)cc1 | -4 | 1 | -8 | 1 | 0.9 | -7 | 8 | 1.1 | 2 | 1.1
Cc1cc2n(n1)C(c1ccc(O)cc1)Nc1ccccc1-2 (centres undefined) | -4 | 1.1 | 2 | 1 | 0.9 | 3 | 8 | 1.1 | -2 | 1
C#CCOC(=O)c1ccc(-n2cncn2)nc1 | -14 | 1 | 1 | 1.1 | 1.1 | -5 | -10 | 1 | -5 | 1
CN(C)S(=O)(=O)c1ccc(C(=O)Nc2nnc(Cc3ccccc3)s2)cc1 | 5 | 1 | 0 | 1 | 1 | -2 | 4 | 1 | 1 | 1
O=S(=O)(N/N=C1/CC(c2ccccc2)Oc2ccccc21)c1ccc(Br)cc1 (centres undefined) | -10 | 1 | 8 | 1 | 0.8 | 35 | 15 | 0.9 | 0 | 0.9
CCOC(=O)N1CCN(S(=O)(=O)c2ccc(C(=O)Nc3nc4ccc(F)cc4s3)cc2)CC1 | -3 | 0.9 | -1 | 1 | 1 | 17 | 4 | 1 | 2 | 1
CC1CCc2c(sc(NC(=O)c3ccc(-c4ccccc4[N+](=O)[O-])o3)c2C#N)C1 (centres undefined) | 9 | 0.8 | 17 | 0.9 | 0.9 | 17 | 8 | 0.9 | 11 | 0.8
Cc1ccc(-n2c(NN)nc3ccccc3c2=O)c(C)c1 | -16 | 1 | 32 | 1 | 0.9 | 21 | 9 | 1 | -4 | 0.7
CCc1nc2ccccc2n1CC(=O)Nc1cc(C)on1 | 4 | 1 | 6 | 1 | 0.9 | -4 | 6 | 1.1 | 4 | 0.9
Cc1nc2ccc(NC(=O)c3cccc(C(F)(F)F)c3)cc2o1 | -5 | 1 | 6 | 1 | 1 | -2 | 4 | 0.9 | 0 | 0.9
Fc1ccc(-c2nnc3sc(C4COc5ccccc5O4)nn23)cc1 (centres undefined) | 4 | 1 | 17 | 1.1 | 0.6 | -3 | 36 | 1 | -9 | 0.8
Cc1cccc(Cn2nc(C)cc2NC(=O)CCCn2ccc([N+](=O)[O-])n2)c1 | -2 | 0.9 | -9 | 1 | 0.9 | -2 | 5 | 0.9 | 1 | 1.1
S=C(NCc1ccccc1)N1CCc2ccccc2C1 | -14 | 1 | 41 | 1.1 | 0.8 | 4 | 17 | 1 | -6 | 0.6
Cc1ccc2oc(C(Cl)(Cl)Cl)cc(=O)c2c1 | -11 | 0.9 | 8 | 1.1 | 0.8 | 56* | 19 | 0.9 | -6 | 0.9
CCCC(c1nnnn1Cc1ccc(F)cc1)N1CCN(C)CC1 (centres undefined) | -1 | 1 | 7 | 1 | 0.9 | -5 | 7 | 1 | 0 | 0.9
Cn1c(N)c(Sc2ccc(F)cc2)c(=O)n(C)c1=O | -8 | 1 | -2 | 1.1 | 1 | -11 | 4 | 1.1 | -6 | 1
Cn1c(SCc2ccc([N+](=O)[O-])cc2)nnc1-c1cccnc1 | -1 | 1 | -4 | 1.1 | 0.8 | -3 | 17 | 0.9 | -5 | 1
CCC(C)NC(=O)C1CCCN1S(=O)(=O)c1ccc(Cl)cc1 (centres undefined) | -6 | 1 | 5 | 1 | 1 | 0 | 3 | 1 | -4 | 0.9
CCOc1ccc2[nH]cc(S(=O)(=O)c3ccc(C)cc3)c(=O)c2c1 | -15 | 1 | 4 | 1.1 | 0.9 | 2 | 6 | 1.1 | -7 | 1

In the list so far, five contain a nitro group on carbon:
SMILES | TNAP inh no acc | PMI act satM6P | bIAP inhibitor | TNAP act hi DEA | Diaph act CS | L major viab | Diaph inh CS | PMI activator | TNAP inh hiacc | bIAP act
CC1(C)OCC(COC(=O)Nc2cccnc2)([N+](=O)[O-])CO1 | -11 | 1 | -4 | 1 | 0.9 | -6 | 8 | 1.1 | -4 | 1
CN(C)c1ccc(NC(=O)c2ccc([N+](=O)[O-])cc2Cl)cc1 | 1 | 0.8 | 13 | 1 | 0.9 | -4 | 8 | 0.9 | 3 | 0.9
CC1CCc2c(sc(NC(=O)c3ccc(-c4ccccc4[N+](=O)[O-])o3)c2C#N)C1 (centres undefined) | 9 | 0.8 | 17 | 0.9 | 0.9 | 17 | 8 | 0.9 | 11 | 0.8
Cc1cccc(Cn2nc(C)cc2NC(=O)CCCn2ccc([N+](=O)[O-])n2)c1 | -2 | 0.9 | -9 | 1 | 0.9 | -2 | 5 | 0.9 | 1 | 1.1
Cn1c(SCc2ccc([N+](=O)[O-])cc2)nnc1-c1cccnc1 | -1 | 1 | -4 | 1.1 | 0.8 | -3 | 17 | 0.9 | -5 | 1

Later entries
SMILES | TNAP inh no acc | PMI act satM6P | bIAP inhibitor | TNAP act hi DEA | Diaph act CS | L major viab | Diaph inh CS | PMI activator | TNAP inh hiacc | bIAP act
Cc1ccc2cc(S(=O)(=O)NCCCN3CCOCC3)ccc2c1 | -5 | 1 | 2 | 1 | 0.9 | 93* | 15 | 0.9 | -3 | 1
O=C(NC1CCCc2ccccc21)C1CCCN(S(=O)(=O)c2cnc[nH]2)C1 (centres undefined) | -5 | 1 | -9 | 1.1 | 0.9 | 0 | 9 | 0.9 | -5 | 1.1
Cc1cccc(C2c3[nH]c4ccccc4c3CCN2C(=O)CN2CCOC2=O)n1 (centres undefined) | -10 | 1.1 | -10 | 1 | 0.9 | -4 | 7 | 1.1 | -4 | 1.1
CC(NC(=O)CNC(=S)N(Cc1cccs1)C1CCCC1)c1ccccc1 (centres undefined) | 2 | 1 | -19 | 1.1 | 1 | 35 | -2 | 1 | -7 | 1.2
c1coc(-c2nn3c(Cn4nnc5ccccc54)nnc3s2)c1 | -1 | 0.9 | 21 | 1 | 0.9 | 10 | 15 | 0.8 | -1 | 0.8
O=C(NC1=NCCS1)C1CCCCC1 | -18 | 1.1 | 11 | 1.1 | 0.9 | -5 | 7 | 1 | -6 | 0.9
